HIF-2a inh: HIF-2a inhibition; 786-0 RCC cells HIF-2a reporter, luciferase luminescence, overnight; inhibition, % at 18.8 µM; 360,000 tested, 0.72% active;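 active = inhibition of the luminescence signal of 40% or more relative to plate controls, in a single-dose primary screen at 18.75 µM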
Peg3 prom inh: Peg3 promoter activity inhibition; HeLa PEG-Prom luciferase reporter, luminescence, overnight; inhibition, % at 20 µM; 360,000 tested, 1.7% active;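 active = inhibition of at least 50% at 20 µM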
Shn3 inh set2: reduces Shn3 3'UTR luciferase signal in osteoblasts. 360,000 tested, 0.52% active. Clone20 osteoblast Shn3 3'UTR firefly luciferase, 24 h. inhibition, % at 12.5 µM;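 active = mean inhibition of at least 75% with every replicate also reaching 75%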;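 note: 0% = median of neutral control wells and 100% = pilot-screen positive control compound; some compounds past the cut are filed as inactive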
TRPM1 prom inh: reduces MITF-dependent TRPM1 promoter luciferase signal. SK-MEL-5 TRPM1 promoter luciferase, 24 h. inhibition, % at 12.5 µM. 330,000 tested, 0.83% active. AID 488899;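 active = mean inhibition across replicates of 60% or more, whatever share of single replicates reaches that level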; note: values of inactives mirror those of a sister screen read the other way
NR2E3 ag-1: activates human NR2E3 receptor; Q9Y5X4; CHO-S Gal4-NCOR/VP16-NR2E3 two-hybrid, luciferase; inhibition of corepressor binding, % at 3.98 µM; 360,000 tested, 0.35% active; AID 602229;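 active = inhibition above the mean of all tested compounds plus 3 SD, cut at about 70% in these data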;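 note: 0% = DMSO with NR2E3 transfected cells and 100% = cells lacking NR2E3 construct; higher means lower luciferase signal from less NR2E3 corepressor binding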
HTR2A ag: mouse HTR2A agonism via beta-arrestin recruitment; CHO-K1 mHTR2A beta-arrestin complementation, luminescence; percent of 30 µM serotonin response; P35363; AID 624169; activation, % at 7.6 µM; 360,000 tested, 0.66% active;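 active = activation above a run cutoff, the mean activation of all tested compounds plus 3 SD, cut at about 14% in these data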;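 note: 0% = plate median of compound wells and 100% = 30 µM serotonin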
Target sequence (P35363 whole entry, looked up): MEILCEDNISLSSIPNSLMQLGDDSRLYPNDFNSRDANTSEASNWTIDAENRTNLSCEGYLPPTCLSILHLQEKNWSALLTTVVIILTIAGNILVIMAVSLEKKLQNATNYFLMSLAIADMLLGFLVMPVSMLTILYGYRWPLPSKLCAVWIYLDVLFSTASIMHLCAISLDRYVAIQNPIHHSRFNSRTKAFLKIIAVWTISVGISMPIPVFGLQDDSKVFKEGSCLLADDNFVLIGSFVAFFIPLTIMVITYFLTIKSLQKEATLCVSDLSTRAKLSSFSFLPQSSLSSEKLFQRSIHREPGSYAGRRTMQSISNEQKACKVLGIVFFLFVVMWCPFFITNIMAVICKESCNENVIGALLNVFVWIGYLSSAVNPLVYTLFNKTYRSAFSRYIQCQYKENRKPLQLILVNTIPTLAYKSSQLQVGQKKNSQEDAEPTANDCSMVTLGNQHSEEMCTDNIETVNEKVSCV
NR2E3 ag-2: NR2E3 (human) agonism; inhibition of corepressor binding, % at 4.78 µM; Q9Y5X4; GST-NR2E3/biotin-RetCOR TR-FRET, 1536-well; 320,000 tested, 0.12% active; AID 2300;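 active = percent inhibition above the cutoff of mean plus 3 SD of all tested compounds, set per screening campaign, cut at about 20% in these data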;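 note: 0% = DMSO wells and 100% = biotin wells as full block of FRET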
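Material: NR2E3–RetCOR corepressor complex | Quantity: 1.35 nM GST-tagged NR2E3 final | Schedule: 5 h at 4 °C | Replication: Singlicate compound wells | Reagent: RetCOR corepressor, biotinylated, 7 nM | Controls: Biotin wells as high control, 0.6% DMSO wells as low control | Signal: TR-FRET, Eu(K)-anti-GST donor, streptavidin-D2 acceptor, ex 340, em 617/671 nm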
Cardio protect: myocardial damage modulation in H9c2 cells; protection from H2O2 cell death, % at 20 µM; 360,000 tested, 0.63% active; H9c2 cardiomyocytes, H2O2 injury protection, ATPLite, 2 h;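 active = compounds giving at least 50% protection of heart cells from peroxide-induced death in the single-dose screen, raw or plate-pattern-corrected value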;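 note: 0% = DMSO wells with peroxide and 100% = DMSO wells without peroxide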
hiPSC survival: enhancers of human iPSC single-cell survival. hiPSC single-cell survival, ATPlite luminescence; 100% = ROCK inhibitor wells, 0% = DMSO. survival enhancement, % at 20 µM. 360,000 tested, 0.044% active; in the data active = survival enhancement above about 18%;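 note: cells exposed to compounds for 16 hours before the ATP read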
CaV13 FRET inh: Primary screen for inhibitors of IQ motif and Ca2+-dependent inactivation inhibitor domain binding in CACNA1D, Förster resonance energy transfer in living cells, …; HEK cells, CFP/YFP FRET ICDI-IQ, plate reader, 10 min; percent FRET-ratio fall versus neutral wells; inhibition, % at 12.3 µM; 340,000 tested, 0.098% active;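 active = mean replicate inhibition of at least 30% and at least 1% of replicates passing that level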;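 note: 0% = median of the neutral control wells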
PDI turbidity: blocks human protein disulfide isomerase activity; 350,000 tested, 0.052% active; PDI insulin aggregation turbidity, A650, 90 min; P07237; inhibition, % at 10 µM;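 active = mean inhibition across replicates of 30% or more, whatever share of single replicates reach that level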;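 note: absorbance from insulin aggregation driven by PDI reduction with DTT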
Target sequence (P07237 whole entry, looked up): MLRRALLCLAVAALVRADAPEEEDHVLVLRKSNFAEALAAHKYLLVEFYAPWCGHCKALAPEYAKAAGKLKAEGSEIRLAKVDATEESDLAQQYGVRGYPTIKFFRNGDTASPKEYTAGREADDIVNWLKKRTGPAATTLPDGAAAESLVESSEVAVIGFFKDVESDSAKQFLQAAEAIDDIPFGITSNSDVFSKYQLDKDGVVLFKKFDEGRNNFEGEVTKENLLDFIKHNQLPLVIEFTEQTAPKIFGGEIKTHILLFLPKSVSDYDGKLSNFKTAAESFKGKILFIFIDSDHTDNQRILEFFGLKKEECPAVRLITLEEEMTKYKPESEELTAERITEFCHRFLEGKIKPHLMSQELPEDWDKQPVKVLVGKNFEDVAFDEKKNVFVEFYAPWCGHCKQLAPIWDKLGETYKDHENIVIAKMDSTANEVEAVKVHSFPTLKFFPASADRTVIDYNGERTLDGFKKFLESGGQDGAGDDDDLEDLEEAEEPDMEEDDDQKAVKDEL
Starred values were filed as active, the others as inactive; · = no result given.

SMILES	HIF-2a inh	Peg3 prom inh	Shn3 inh set2	TRPM1 prom inh	NR2E3 ag-1	HTR2A ag	NR2E3 ag-2	Cardio protect	hiPSC survival	CaV13 FRET inh	PDI turbidity
C[C@@H]1CN([C@@H](C)CO)C(=O)CCCn2nncc2CO[C@H]1CN(C)C(=O)C1CC1	11	-18	4	·	-30	-5	·	8	-1.2	-7	3
CCc1cc2c(COC(=O)c3cc(S(=O)(=O)N4CCOCC4)ccc3F)cc(=O)oc2cc1O	19	39	1	20	-11	0	-1	30	-0.4	-7	9
COc1cccc(NC(=O)CSc2nccn2-c2cccc(OC)c2)c1	-11	2	13	-5	-4	-6	3	3	-2.4	·	6
Cc1ccc(S(=O)(=O)N2CCC(C(=O)OCC(=O)N3CCCC3=O)CC2)cc1C	4	-15	-9	10	-20	3	-1	4	0.3	-17	11
CC12CCCCN1CCCc1c2[nH]c2ccccc12 (centres undefined)	24	2	5	7	-29	3	-1	0	-1.7	-7	-14
Cc1nnc(NC(=O)c2ccc(S(=O)(=O)N3CCCCC3)cc2)s1	12	0	-11	2	-2	5	·	1	-1.6	-2	5
Cc1nn2cc(-c3ccccc3)nc2s1	-64	-113	-28	-46	-126	-2	3	-11	-3.3	-8	3
COc1cccc(C(=O)Oc2cc(C)[nH]c(=O)c2[N+](=O)[O-])c1OC	18	8	-7	·	-25	-4	2	-2	-1.4	-7	-11
CC12CCC(C(=O)O)(c3nc(C#N)c(C#N)nc31)C2(C)C (centres undefined)	14	17	18	6	36	5	0	10	8.6	-12	2
Cc1ccc2c(CC(=O)Nc3nc(C)cs3)coc2c1	-83	-44	6	-1	-33	-4	1	-4	0.1	-4	-4
O=C(Cn1ccc2ccccc2c1=O)N1CCN(Cc2ccc3c(c2)OCO3)CC1	13	5	2	-9	8	-3	1	-5	2.4	-2	-9
COc1ccc(-c2cc(C(=O)Nc3cccc(O)c3)no2)cc1	-60	-123	2	9	-16	-3	0	-16	-0.3	-3	1
C[C@@H]1CN([C@@H](C)CO)C(=O)c2cc(NC(=O)Nc3ccccc3)ccc2O[C@H]1CN(C)C(=O)Nc1cccc2ccccc12	-2	28	11	12	24	0	·	90*	-0.3	·	1
FC(F)(F)c1cccc(N2CCN(C(=S)NC3CCCC3)CC2)c1	14	8	-2	9	41	2	-1	-23	-2.0	·	17
N#Cc1ccc(OCC(=O)NNC(=S)NC(=O)C2CC2)cc1	11	-7	-32	-3	8	-12	·	-8	5.1	-6	13
O=C(NCc1ccco1)/C(=C/c1cccnc1)NC(=O)c1cccc(Br)c1	0	-2	-1	26	0	-1	1	-3	1.9	-4	13
O=c1ccc2ccc(OCCOc3cccc(Cl)c3)cc2o1	-229	-150	-38	-38	-37	-1	-2	-4	0.1	-6	1
O=C(NCc1ccc(Cl)nc1)c1ccc2sc([C@@H]3O[C@H](CO)[C@H](O)[C@H](O)[C@H]3O)nc2c1	2	-9	10	·	-21	-6	·	-2	6.3	-3	3
CN(C)c1ccc(/C=[N+](\[O-])C(C)(C)/C=N/O)cc1	-26	-11	-5	-3	-4	-1	4	0	4.3	-8	-2
CCCCC(CCCCl)C(=O)Nc1ccccc1 (centres undefined)	13	18	12	1	-9	2	-1	-4	2.4	-4	-2
CNc1n[nH]c(-c2ccccc2)n1	-32	-20	-5	·	-20	8	·	2	3.8	-4	-3
COc1ccc(-c2nc(CN3CCC(C(=O)NC4CCCC4)CC3)c(C)o2)cc1OC	6	-10	-6	-1	3	-2	-1	-2	-0.7	-16	4
O=C(OCc1ccccc1)/C(=C/c1ccccc1Cl)NC(=O)c1ccco1	0	2	-6	-2	-9	-2	0	-10	0.9	-2	-6
CN(Cc1nc(-c2cccnc2)no1)S(=O)(=O)c1ccccc1	5	-4	-4	1	-3	-2	4	3	-0.9	0	6
Cc1cc(C(=O)NCC2COc3ccccc3O2)c2ccccc2n1 (centres undefined)	15	12	2	-2	-7	5	2	-4	-0.7	-11	-1

10 entries out of the list, arranged by count of non-hydrogen atoms, ascending.
SMILES	HIF-2a inh	Peg3 prom inh	Shn3 inh set2	TRPM1 prom inh	NR2E3 ag-1	HTR2A ag	NR2E3 ag-2	Cardio protect	hiPSC survival	CaV13 FRET inh	PDI turbidity
Cc1nn2cc(-c3ccccc3)nc2s1	-64	-113	-28	-46	-126	-2	3	-11	-3.3	-8	3
CN(C)c1ccc(/C=[N+](\[O-])C(C)(C)/C=N/O)cc1	-26	-11	-5	-3	-4	-1	4	0	4.3	-8	-2
CC12CCCCN1CCCc1c2[nH]c2ccccc12 (centres undefined)	24	2	5	7	-29	3	-1	0	-1.7	-7	-14
COc1ccc(-c2cc(C(=O)Nc3cccc(O)c3)no2)cc1	-60	-123	2	9	-16	-3	0	-16	-0.3	-3	1
Cc1nnc(NC(=O)c2ccc(S(=O)(=O)N3CCCCC3)cc2)s1	12	0	-11	2	-2	5	·	1	-1.6	-2	5
O=C(NCc1ccco1)/C(=C/c1cccnc1)NC(=O)c1cccc(Br)c1	0	-2	-1	26	0	-1	1	-3	1.9	-4	13
O=C(Cn1ccc2ccccc2c1=O)N1CCN(Cc2ccc3c(c2)OCO3)CC1	13	5	2	-9	8	-3	1	-5	2.4	-2	-9
O=C(NCc1ccc(Cl)nc1)c1ccc2sc([C@@H]3O[C@H](CO)[C@H](O)[C@H](O)[C@H]3O)nc2c1	2	-9	10	·	-21	-6	·	-2	6.3	-3	3
CCc1cc2c(COC(=O)c3cc(S(=O)(=O)N4CCOCC4)ccc3F)cc(=O)oc2cc1O	19	39	1	20	-11	0	-1	30	-0.4	-7	9
C[C@@H]1CN([C@@H](C)CO)C(=O)c2cc(NC(=O)Nc3ccccc3)ccc2O[C@H]1CN(C)C(=O)Nc1cccc2ccccc12	-2	28	11	12	24	0	·	90*	-0.3	·	1

Further compounds follow:
SMILES	HIF-2a inh	Peg3 prom inh	Shn3 inh set2	TRPM1 prom inh	NR2E3 ag-1	HTR2A ag	NR2E3 ag-2	Cardio protect	hiPSC survival	CaV13 FRET inh	PDI turbidity
CC(C)C(=O)N1CCN(c2ccc(NC(=O)c3ccc4c(c3)OCCO4)cc2Cl)CC1	-147	33	43	16	8	6	-2	20	-5.1	-4	4
COc1ccc(-n2c(=S)[nH]c3sc(-c4ccccc4)cc3c2=O)c(OC)c1	3	-15	15	2	-16	0	4	0	-0.7	0	-4
Cc1nnc(SCCC#N)n(CCC#N)c1=O	11	-2	-4	-4	-29	3	0	-4	0.4	-5	12
COc1ccc(Cl)cc1NC(=O)C/C(C)=N/NC(=O)c1ccccc1[N+](=O)[O-]	12	17	2	-5	4	5	-3	-6	0.6	-5	2
N#Cc1ccc(NC(=O)COC(=O)C2CCC2)cc1	6	6	3	·	31	13	·	8	3.2	-5	-14
CC(=O)N1CCc2ccc(S(=O)(=O)N3CC(C)OC(C)C3)cc21 (centres undefined)	3	-2	7	10	25	-1	-5	0	0.4	-3	-8
CCOc1cc(C2NC(=O)c3ccccc3O2)ccc1OC (centres undefined)	15	9	-3	16	-14	0	2	4	-0.9	-20	6
Cc1cc(C)nc(NC(=O)c2cccs2)n1	-15	-26	-29	-10	1	2	6	2	-0.3	-4	5
CC(C)(C)c1ccc(N2C(=O)CC(C/C=C/c3ccccc3)C2=O)cc1 (centres undefined)	8	15	-4	2	-20	3	-3	-1	-0.6	-13	5
Cc1cc(=O)cc(C)n1-c1ccccc1Br	8	16	11	-6	-31	0	2	5	-0.2	23	-3
Cc1nc2c(nnn2Cc2c(Cl)cccc2Cl)c(=O)[nH]1	11	5	1	-1	15	19*	1	2	-0.4	-19	1
CCOc1ccc(S(=O)(=O)N2CCN(C)CC2)cc1NC(=O)c1ccccc1F	2	12	1	8	17	-15	-2	3	-0.4	-5	-5
CSc1nc2c(c(=O)[nH]1)C(c1ccc(F)cc1)CC(=O)N2 (centres undefined)	7	0	6	-9	-35	-1	1	5	-1.1	-2	-1
O=C(NCc1nnc(SCC(=O)N2CCCC2)o1)c1ccco1	6	3	19	-3	-17	0	5	-1	-0.5	-5	3
COc1ccc(OC)c(NC(=O)c2ccno2)c1	-10	-17	-10	0	-6	-2	3	0	-0.5	-3	-6
Cc1c2cnn(CC(=O)Nc3c(F)c(F)cc(F)c3F)c(=O)c2c(C)n1Cc1ccccc1F	7	12	10	0	-18	-3	4	-9	-0.5	-4	0
O=C(NCc1ccccc1F)c1cccc(S(=O)(=O)N2CCCCCC2)c1	23	23	-1	2	-3	0	2	-8	3.2	-15	-6
Nc1nnc(SCC(=O)OCC(=O)Nc2ccccc2F)s1	9	-1	-20	-18	-9	0	-1	12	1.0	-6	-2
CCOc1ccc(/C=C2\CCCc3c2nc2ccccc2c3C(=O)O)cc1OC	16	13	-4	7	-13	6	2	-2	-0.4	·	-8
CCOc1ccc(S(=O)(=O)N2CCCC(C(=O)NCc3ccccn3)C2)cc1Cl (centres undefined)	16	17	-28	4	16	7	-3	-3	-0.4	-4	-2
Cc1cc(=O)oc2c(C)c(OC3CCCCC3=O)ccc12 (centres undefined)	-41	-33	-12	-2	-20	2	1	5	-0.4	-17	8
Cc1cc(=O)nc2c3ccccc3n(CC(=O)NCCCN3CCCCC3C)n12 (centres undefined)	18	10	-3	18	-4	-2	0	6	-0.6	-7	4
CCOc1ccc2oc(-c3ccccc3)c(C(=O)N3CCN(CCO)CC3)c2c1	11	10	-1	8	-41	6	·	12	-3.6	-1	8
CCCCn1c(N)c(N(CCOC)C(=O)c2cccc(-n3cnnn3)c2)c(=O)[nH]c1=O	6	6	-3	5	12	3	0	4	-0.3	-11	11
Cc1noc(C)c1NC(=O)N(C)C[C@H]1Oc2ccc(NS(=O)(=O)c3cccs3)cc2C(=O)N([C@H](C)CO)C[C@@H]1C	0	-6	-16	8	11	-9	·	9	-3.0	-11	-2
Cc1cn([C@@H](CCCCNC(=O)OC(C)(C)C)C(=O)NCCCCCCCCCCC(=O)N2CCN(C(=O)OC(C)(C)C)CC2)nn1	5	84*	90*	65*	56	11	3	-15	-0.6	·	3
COc1ccc(Cc2n[nH]c(=S)n2C)cc1Br	17	15	-19	-5	-6	4	0	5	-1.2	2	-4
CO/N=C(\CS(=O)(=O)Cc1ccc(OC)cc1)c1ccc(Cl)cc1	-1	5	16	9	-2	0	-1	-6	1.4	-8	3

Bioassay records from PubChem BioAssay.
